Screens from PubChem.
HEK293 tox = cytotoxicity counter-screen for GLP-1 receptor inverse agonists; HEK293 cAMP-luciferase reporter cells, luminescence, 24 h; Potency, µM (titrated, usually from 38.3 µM), without a hit: at the top dose activity change, negative = inhibition, actives largely listed as inhibitors; 410,000 compounds, 0.13% hits; AID 624418;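 note: loss of luciferase light is scored as toxicity; potency is the fitted concentration of half-maximal effect; % is set by controls: 0 for no effect and ±100 for the full control effect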
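Cells in DMEM/10% Nu serum/1% pen-strep, 1536-well format. Pre-incubated 12 h, dosed with 23 nL compound, incubated a further 24 h. Luciferase detection, 12 min at room temp, luminescence.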
EPAC1 agonist = EPAC1 (human) agonism; O95398; EPAC1 agonist qHTS, biochemical assay; response scale: 100% = response to 6.5 mM cAMP; Potency, µM (top dose mostly 154 µM), without a hit: at the top dose activation, usual class: activators; 360,000 compounds, 0.073% hits; AID 720707; note: potency is the fitted concentration of half-maximal effect; nearly all actives have a fitted effect of over 60% in size
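EPAC1 100 nM, Rap1B–BODIPY-GDP 250 nM, unlabeled GDP 50 uM; compound titration; 5 min RT; kinetic read ex480/em540 at 5-min intervals ×30 min; data normalized to 6.5 mM cAMP agonist control.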
GLP1R ag = agonists of human GLP-1 receptor; Potency, µM (highest dose often 45.6 µM), inactives show at the highest dose activation, usual class: activators; HEK293 GLP-1R CRE-luciferase, luminescence, 4-6 h; cells express a hypersensitive GLP-1R form; 380,000 compounds, 0.007% hits; note: potency is the fitted concentration of half-maximal effect; % of control where 0% means no effect
PTHR1 ag = PTHR1 (human) receptor agonism. Q03431. HEK293 GP2 PTHR1 cells, GloSensor cAMP luminescence, 1 h. Potency, µM (top dose mostly 115 µM), without a hit: at the top dose activation, actives largely listed as activators. 410,000 compounds, 0.075% hits. AID 743266; note: potency is the fitted concentration of half-maximal effect; nearly all actives have a fitted effect of over 55% in size; some results filed as inactive show a strong effect at the top dose; inactives centre near -15; many of its hits are not listed in these tables
Target sequence (Q03431 whole entry, looked up): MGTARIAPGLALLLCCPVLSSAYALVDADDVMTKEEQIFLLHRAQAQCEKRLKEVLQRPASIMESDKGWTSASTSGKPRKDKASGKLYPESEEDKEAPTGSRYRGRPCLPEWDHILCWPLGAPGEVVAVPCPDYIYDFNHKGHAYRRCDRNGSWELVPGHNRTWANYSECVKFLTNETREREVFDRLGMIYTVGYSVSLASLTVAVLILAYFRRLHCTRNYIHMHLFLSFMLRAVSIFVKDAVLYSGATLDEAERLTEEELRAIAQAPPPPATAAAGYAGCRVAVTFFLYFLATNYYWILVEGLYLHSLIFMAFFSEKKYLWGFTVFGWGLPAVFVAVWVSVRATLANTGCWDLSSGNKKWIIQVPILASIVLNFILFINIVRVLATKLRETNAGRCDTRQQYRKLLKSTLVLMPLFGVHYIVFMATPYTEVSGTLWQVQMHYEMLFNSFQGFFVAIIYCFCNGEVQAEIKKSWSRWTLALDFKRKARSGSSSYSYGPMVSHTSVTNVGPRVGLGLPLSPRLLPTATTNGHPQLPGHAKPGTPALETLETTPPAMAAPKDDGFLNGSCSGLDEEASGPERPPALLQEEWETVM
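HEK-293-derived GP2 cells expressing PTHR1 and a GloSensor cAMP reporter, 3,000/well, plated overnight, given luciferin plus IBMX (each 0.5 mM as added) for 1 h at 37 °C, then compound for 1 h at 37 °C. Luminescence was read after 15 min at room temperature.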
PI5P4K alpha inh = blocks human PI5P4K alpha kinase activity. 330,000 compounds, 1.2% hits. P48426. max response, %. AID 652105. PI5P4Kalpha enzyme, ADP-Glo luminescence, 60 min; stronger effect = lower value; active = max response of -50% or lower; inconclusive = between -30% and -50%; inactive = -30% or higher; note: value at the top dose of about 77 µM; % is set by controls: 0 for no effect and ±100 for the full control effect
Target sequence (P48426 whole entry, looked up): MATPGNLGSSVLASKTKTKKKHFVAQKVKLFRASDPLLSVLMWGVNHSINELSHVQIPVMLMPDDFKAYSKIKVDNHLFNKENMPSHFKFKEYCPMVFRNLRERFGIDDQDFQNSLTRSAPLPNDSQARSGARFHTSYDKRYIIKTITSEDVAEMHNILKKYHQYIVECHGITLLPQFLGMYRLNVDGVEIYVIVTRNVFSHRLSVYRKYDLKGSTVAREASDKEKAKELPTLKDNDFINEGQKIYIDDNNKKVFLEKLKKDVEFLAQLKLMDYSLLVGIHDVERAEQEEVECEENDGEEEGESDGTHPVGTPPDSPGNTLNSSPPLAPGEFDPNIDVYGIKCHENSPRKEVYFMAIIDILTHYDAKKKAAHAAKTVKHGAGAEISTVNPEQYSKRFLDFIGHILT
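qHTS, 1536-well: enzyme/substrate mix, compound by pin tool, 5 microM ATP final; RT 60 min; ADP-Glo reagents 1 (45 min) then 2 (30 min); luminescence.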
GLP-1R inv ag = inverse agonists of human GLP-1 receptor; HEK293 GLP-1R CRE-luciferase, luminescence, 24 h; GLP-1R form is constitutively active; Potency, µM (highest dose often 38.3 µM), for inactives: at the top dose activity change, negative = inhibition, most hits filed as inhibitors; P43220; 410,000 compounds, 1.6% hits; AID 624417; note: potency is the fitted concentration of half-maximal effect; % is set by controls: 0 for no effect and ±100 for the full control effect; nearly all actives have a fitted effect of over 55% in size
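Constitutively active GLP-1R drives a cAMP-responsive luciferase in stably transfected HEK293 cells; test compounds are added after overnight (12 h) attachment and left 24 hr, and signal loss in luminescence marks inhibition.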
IL-2 act = activates IL-2 in a cell-based reporter assay; AID 652025; IL-2 activation reporter assay, cell-based qHTS; stimulated with anti-CD3/CD4/CD28 beads; in transgenic mouse T cells; 360,000 compounds, 0.065% hits; activation, % (series mostly up to about 46 µM); in the data active = activation above about 50%; inconclusive = mostly about 30% to 49%; note: 0% is about no effect
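Screening format: compound pinned onto unstimulated transgenic mouse T cells, 60 min incubation, then anti-CD3/anti-CD4/anti-CD28 bead stimulation for 18 hours at 37 degrees C, followed by EGFP and DsRed detection.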
EPAC1 antagonist = EPAC1 (human) antagonism; O95398; EPAC1 GEF assay, Rap1b-BODIPY-GDP exchange fluorescence; 360,000 compounds, 0.14% hits; Potency, µM (highest dose often 115 µM), inactives show at the highest dose activity change, negative = inhibition, most hits filed as inhibitors;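 note: potency is the fitted concentration of half-maximal effect; plate controls were vehicle for no effect and positive control for full effect; nearly all actives have a fitted effect of over 50% in size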
PLK1 PBD inh = blocks phosphopeptide binding to human PLK1 polo-box domain; Plk1 PBD binding of FITC phosphopeptide, fluorescence polarization; Potency, µM, for the others: max response, negative = inhibition, actives largely listed as inhibitors; 360,000 compounds, 2.8% hits; AID 720504; note: potency is the fitted concentration of half-maximal effect; series mostly up to about 57 µM; % is set by controls: 0 for no effect and ±100 for the full control effect; nearly all actives have a fitted effect of over 65% in size
* = called active by the depositor; i = inactive; ? = inconclusive; · = no result given; & = joins results of further samples; [ ] = another dose, or the depositor's remark. Unless noted, calls come from the whole dose curve; as a rule, active = well fitted curve in the direction sought with a large enough effect; inconclusive = small, poorly fitted or top-dose-only effect, or another doubt; inactive = no such curve, though single readings can be large; an effect the other way counts as inactive or inconclusive. An excerpt; rates above refer to the full screens.

Compound	EPAC1 agonist	GLP1R ag	PLK1 PBD inh	PI5P4K alpha inh	PTHR1 ag	GLP-1R inv ag	HEK293 tox	IL-2 act	EPAC1 antagonist
NC(=O)CCN1CCN(C(=O)c2ccc3nc(Cc4cccc(Cl)c4)oc3c2)CC1	-7.7%	-9.8%	1.2%	0.0	i	16.4%	0.0%	-3.0	2.5%
CCOC(=O)C1CCN(C(=O)c2cc(-c3ccncc3)nc3ccccc23)CC1	2.6%	-0.8%	-7.6%	-3.2	-5.6%	4.5%	12.7%	1.5	-0.5%
Cc1ccc(CNC(=O)CC(C)S(=O)(=O)c2cc3c(cc2C)NC(=O)CO3)cc1 (stereo not drawn)	4.1%	8.6%	-1.7%	4.6	-10.3%&-39.7%	14.4%&8.0%	-17.2%&3.2%	-1.5	-0.4%
O=C(O)c1ccc(C2Nc3ccccc3C(=O)N2Cc2ccccc2)cc1 (stereo not drawn)	-4.8%	5.1%	-0.8%	-7.9	-10.6%	2.3%	-4.9%	0.1	1.5%
Cc1ccc(C(=O)NCC(=O)O)cc1S(=O)(=O)N1CCCCC1	0.0%	-5.7%	-2.2%	9.6	-1.8%	14.8%	-10.9%	1.9	-4.0%
Cc1ccc(CCNC(=O)C2CCN(S(=O)(=O)N3CCCCC3)CC2)cc1	1.1%	5.2%	-17.3%	-0.1	-24.8%	-2.8%	1.6%	7.3	0.6%
CCOC(=O)c1c(C)oc2ccc(O)c(CN(C)C)c12	2.3%	-15.3%	-3.6%	4.5	i	-25.7%	-17.7%	-0.3	-6.1%
O=C(CCN1C(=O)/C(=C/c2cccs2)SC1=S)Nc1ccc(C(=O)O)cc1	8.6%	-0.8%	-11.0%	-3.3	i	-10.8%	-14.2%	-1.1	-14.0%
Cc1nc2ccccc2c2nc(N)nn12	2.1%	17.0%	0.4%	1.0	i	127.7%[activator]	2.7%	-0.6	14.4%
O=C(c1ccc(Br)s1)N1CCc2ccccc2C1	13.3%	21.7%	-4.8%	5.4	11.0%	?	9.0%	1.3	-19.6%
Cc1ccc(S(=O)(=O)N2CCOCC2)cc1C(=O)Nc1ccc(-c2cn3ccsc3n2)cc1	9.4%	-8.9%	0.9%&5.1%	-4.3	-30.5%[inhibitor]	-36.5%	-18.6%	-3.7	5.5%
Cc1ccc(S(=O)(=O)NCC(C)NC(=O)CN2CCOCC2)cc1 (stereo not drawn)	3.0%	4.1%	6.8%	-0.6	i	18.2%	17.5%	-0.3	10.8%
CCN(CC)CCCC1(CN)OCCc2ccccc21 (stereo not drawn)	-3.6%	-4.5%	1.2%	9.2	i	?	?	-0.3	11.0%
CCC(=O)N1c2ccc(S(=O)(=O)NCc3ccccc3)cc2CC1C (stereo not drawn)	9.8%	18.2%	-5.7%	0.0	-21.9%	20.0%	-16.6%	-2.4	-2.8%
Cc1cnc(-c2nnc(N(C)C(=O)C3CCCO3)s2)cn1 (stereo not drawn)	1.8%	-3.7%	-19.4%	-5.1	i	29.2%	-2.1%	-3.2	6.6%
CN(CC1CCOCC1)C(=O)CC1C(=O)NCCN1C/C=C/c1ccccc1 (stereo not drawn)	-2.1%	14.5%	13.5%	1.9	i	-0.9%	3.3%	3.0	0.9%
COc1ccc(CNC(=O)C2CCCN2S(=O)(=O)c2ccc(Cl)cc2)cc1 (stereo not drawn)	-2.5%	-2.8%	-0.2%	·	-4.2%[57.5 µM]	4.1%	-1.8%	-2.7	-3.9%
CCOC(=O)Cn1cc2c(c1-c1ccc(Cl)cc1)c(=O)n(C)c(=O)n2C	·	-0.8%	·	·	-24.2%	7.2%	1.4%	·	·
COc1cc(C(O)P(=O)(OC(C)C)OC(C)C)cc(OC)c1OC (stereo not drawn)	9.2%	3.9%	-21.4%	12.9	i	-2.5%	-7.0%	-5.0	-20.9%
Cc1ccc(S(=O)(=O)c2cc3c(=O)n4ccccc4nc3n(C3CCCC3)c2=N)cc1	11.0%	27.4%	-15.2%	7.0	-7.3%	119.8%[activator]	21.7%	-0.6	14.2%
Cc1cc(NC(=O)Cc2ccccc2)c2ccccc2n1	-3.7%	9.0%	5.2%	3.4	-41.2%[inhibitor]	-14.9%	0.1%	-0.6	-19.9%
COC(=O)[C@H]1[C@@H](C)N(Cc2ccccc2)C(=O)N[C@H]1c1ccccc1	-6.0%	18.3%	-12.6%	2.4	0.9%	12.4%	17.0%	0.4	11.2%
CCN(c1ccc(NC(=O)CCc2nc3sc4c(c3c(=O)[nH]2)CCCC4)cc1)C(C)C	-19.4%	-1.1%	-8.8%	-11.7	-1.9%	?	-1.0%	-4.5	-4.9%
CCc1cc(SC#N)ccc1N	-15.5%	-2.2%	?	1.9	-8.5%	-0.8%	-2.9%	-0.9	-3.3%
CC(=O)c1ccc(N2CCN(C(=O)C3(S(=O)(=O)c4ccc(Cl)cc4)CC3)CC2)cc1	-5.5%	1.8%	-2.1%	·	?	2.8%	4.3%	-1.3	6.7%
C=Cc1ccc(CN2CCCN(Cc3ccc(F)cc3)S2(=O)=O)cc1	0.8%	-3.4%	2.2%	0.7	-75.5%[inhibitor]	?	0.9%	-0.5	-4.8%
O=S1(=O)C[C@@H](O)[C@@H](Nc2ccccc2)C1	-2.6%	-1.2%	-1.5%	-1.2	i	-17.8%	19.8%	0.5	5.8%
COc1ccc(-c2csc3ncnc(Sc4nnnn4C)c23)cc1	-21.0%	-4.9%	·	·	i	·	·	-2.8	-4.5%
N#Cc1cc2ccccc2nc1SCc1cccnc1	-6.2%	1.7%	-5.2%	·	i	25.8%	0.3%	-1.5	-2.0%
Cc1ccc(CNC(=O)CS(=O)(=O)Cc2nc(-c3ccccc3F)oc2C)cc1	-7.0%	-5.8%	3.9%	0.6	i	5.8%	3.6%	-2.8	-1.7%
CC12CCC(=O)C=C1C(O)CC1C2CCC2(C)C1CCC2(O)C(=O)CO (stereo not drawn)	7.2%	3.5%	-1.4%	-0.6	36.0%	5.5%	1.6%	1.9	-16.4%
COc1ccc(NC(=O)CSc2nnc3ccc(-c4ccncc4)nn23)cc1OC	7.8%	8.0%	-18.9%	1.9	-7.9%	49.2%[activator]	-10.3%	-3.0	-4.0%
S=C(Nc1ccccc1Cl)N1CCCC(c2ccccc2)=N1	7.1%	18.0%	-0.4%	0.0	i	?	2.9%	-6.3	-22.1%
COc1ccc(/C=C2/C(=N)N3N=C(CC(=O)N4CCCC4)SC3=NC2=O)cc1	4.4%	-2.3%	-14.5%	-3.3	i	7.4%	0.4%	-0.7	-2.0%
CC(C)CCNC(=O)c1ccc2c(SCC(=O)O)c3c(nc2c1)CCCC3	0.6%	-1.4%	0.4%	-5.2	1.2%	9.7%	3.5%[1.53 µM]	2.1	33.9%[activator]
O=C(CSc1nn(-c2ccccc2)c(=S)s1)Nn1cnnc1	4.3%	-1.2%	-8.3%	14.8	i	10.2%	-11.2%	-1.4	-14.3%
O=C(CN1C(=O)NC2(CCCC2)C1=O)OCc1ccccc1F	10.1%	26.2%	-3.9%	1.7	-0.9%	-10.2%	9.2%	-3.1	5.2%
COc1ccc(CNC(=O)c2ccc(CS(=O)Cc3cccc(Cl)c3)o2)cc1 (stereo not drawn)	14.2%	6.3%	-17.3%	1.9	-4.6%	-10.6%	2.1%	-2.9	-5.3%
N#CC(C#N)=Cc1ccc(OCC(=O)N2CCOCC2)cc1	9.8%	4.9%	-16.9%	-9.8	-33.0%[inhibitor]	5.9%	3.3%	2.2	1.8%
Nc1ccccc1Nc1cc(-c2ccccc2)nn1-c1ccccc1	14.5%	-0.4%	-7.4%	4.8	i	?	?	0.2	-1.6%
Cc1ccc(NC(=O)c2ccc(OC(=O)COc3ccc(Cl)cc3C)cc2)cc1	1.5%	-34.8%[inhibitor]	-1.8%	1.6	i	25.8%	-9.0%	10.1	-8.1%
COc1ccc(-c2nc3ccc(Br)cn3c2Cc2ccc(C)cc2)cc1OC	15.8%	20.1%	-11.0%	-8.6	-14.7%	2.3%	-0.6%	-0.8	-2.7%
CCc1sc(NC(=O)C(C)C)nc1-c1ccccc1	15.2%	10.0%	-7.0%	0.6	-7.4%	?	-6.1%	2.0	1.6%
CN1CC(=O)N/C1=N\C(=O)Nc1ccc(O)cc1	10.8%	11.3%	-4.1%	-2.8	i	5.7%	-14.6%	0.3	12.6%
CCOc1ccc2nc3sc(C(=O)N4CCOCC4)c(N)c3cc2c1	5.5%	0.5%	-9.1%	-15.4	-43.1%[inhibitor]	-9.4%	7.7%	-0.9	-0.2%
CC1CCN(Cc2cc(=O)oc3ccc4ccccc4c23)CC1	12.2%	20.5%	8.7%	0.0	-0.3%	?	-7.7%	-1.8	29.1%

Entries from the list above containing a furan ring, fused or not, in the order listed:
Compound	EPAC1 agonist	GLP1R ag	PLK1 PBD inh	PI5P4K alpha inh	PTHR1 ag	GLP-1R inv ag	HEK293 tox	IL-2 act	EPAC1 antagonist
CCOC(=O)c1c(C)oc2ccc(O)c(CN(C)C)c12	2.3%	-15.3%	-3.6%	4.5	i	-25.7%	-17.7%	-0.3	-6.1%
COc1ccc(CNC(=O)c2ccc(CS(=O)Cc3cccc(Cl)c3)o2)cc1 (stereo not drawn)	14.2%	6.3%	-17.3%	1.9	-4.6%	-10.6%	2.1%	-2.9	-5.3%
